High-throughput results: PubChem, several laboratories
RT RNaseH block: inhibitors of HIV-1 reverse transcriptase RNase H; P04585; RT-RNase H RNA/DNA duplex cleavage, fluorescence; inhibition, % at 10 µM; 65,000 compounds, 1.9% hits; in the data active = inhibition above about 50%
RmlCD inh mix: inhibitors of RmlC and RmlD coupled enzymes; RmlC/RmlD coupled enzyme inhibition, 384-well mixture HTS; inhibition, % at 5.5 µM; 110,000 compounds, 0.39% hits; AID 1532; in the data active = inhibition above about 30%, passing the limit was not always enough; inconclusive = no clear call, values can overlap the other calls; also: strong numbers were not always called active
* marks the source's active call; other numbers are inactive results; ? = inconclusive; · = not tested or not shown; & = joins results of further samples. An excerpt; rates above refer to the full screens.

Results follow in this order: RT RNaseH block, RmlCD inh mix
> COc1ccc(C2C3=C(CCCC3=O)Nc3nc(C(F)(F)F)nn32)cc1OC (centres undefined)
    -15, 8
> NC(=O)CSc1nc2c(sc3ccccc32)c(=O)n1CCCN1CCOCC1
    -11, -6
> Cc1noc(NS(=O)(=O)c2ccc(NC(=O)c3ccc(Br)o3)cc2)c1C
    0, ·
> CCCCCCCCSc1nnc(CSc2nc3nc(C)cc(C)n3n2)o1
    ·, -28
> COc1cc(SC)ccc1C(=O)Nc1ccc(S(=O)(=O)N2CCCC2)cc1
    6, 12
> COc1cccc(N(CC(=O)N2CCN(c3ccccc3OC)CC2)S(C)(=O)=O)c1
    ·, 4
> CC(C)OCCCNC(=O)c1ccc(NS(C)(=O)=O)cc1
    -4, -58
> CCCc1[nH]c(=O)c(C#N)c2c1COC(C)(C)C2
    ·, 15
> Cc1ccc(C)c(S(=O)(=O)Nc2ccc3sc(C)nc3c2)c1
    ·, -1
> O=C(COc1ccc(S(=O)(=O)NC2CCCCC2)cc1)NCC1CCCO1 (centres undefined)
    -7, -1
> CCOc1ccc(C(C)(C)C)cc1S(=O)(=O)N1CC(C)OC(C)C1 (centres undefined)
    -5, 4
> Oc1ccc2ccccc2c1/C=N/Nc1nnc(-c2ncc[nH]2)c2ccccc12
    ·, -6
> COc1ccc(N2C(=O)C(Cl)=C(N(CCO)Cc3ccccc3)C2=O)cc1
    30, 11
> Cc1cc([N+](=O)[O-])ccc1-c1ccc(C2Nc3ccccc3C(=O)N2O)o1 (centres undefined)
    ·, -11
> O=c1cc(CSc2nnc(Nc3ccccc3)s2)nc2sccn12
    ·, -36
> CSc1ccc(S(=O)(=O)Nc2ccc3c4c(cccc24)CC3)cc1
    ·, 10
> Cn1c(=O)cc(OCCCC(=O)N2CCN(c3ccccn3)CC2)c2ccccc21
    -6, 9
> O=C1C=C(Nc2ccc(O)cc2)CC(c2ccco2)C1 (centres undefined)
    ·, 11
> N#Cc1c(-c2ccc(F)cc2)nc2n(c1=O)CCS2
    ·, -7
> O=C(C(Cc1ccccc1)N1C(=O)C2C3CCC(C3)C2C1=O)N1CCCCC1 (centres undefined)
    ·, 16

The list goes on; the last two above are carried over.
Results follow in this order: RT RNaseH block, RmlCD inh mix
> N#Cc1c(-c2ccc(F)cc2)nc2n(c1=O)CCS2
    ·, -7
> O=C(C(Cc1ccccc1)N1C(=O)C2C3CCC(C3)C2C1=O)N1CCCCC1 (centres undefined)
    ·, 16
> CCOC(=O)Cc1c(C)c2c(C)nn(-c3ccccc3)c2oc1=O
    -6, -5
> COc1ccnc(N2CCN(c3ccc(Cl)cc3)CC2)c1C#N
    ·, 6
> CCOC(=O)N1CCN(C(=O)c2cccn3c(=O)c4sccc4nc23)CC1
    3, 41
> Cc1nc2sc3c(c2c(=O)o1)CC(C)(C)OC3
    0, -8
> CC1Cc2ccccc2N1C(=O)CSc1nc2ccccc2o1 (centres undefined)
    -24, -4
> COc1cccc(C(=O)N(Cc2ccccc2)Cc2cc3cc4c(cc3[nH]c2=O)OCCO4)c1
    ·, -3
> Cc1cc(NC(=O)c2ccccc2Cl)c(C(C)C)cc1O
    ·, 6
> Nc1nc2ccc(C(=O)NC3CCCCC3)cc2s1
    -21, -9
> O=C(C1CCCN(S(=O)(=O)c2cnc[nH]2)C1)N1CCN(Cc2ccccc2)CC1 (centres undefined)
    -11, 80
> CC1(C)Oc2cc(N)c([N+](=O)[O-])cc2O1
    ·, -4
> CCOc1nc(-c2ccc(OC)cc2)ccc1-c1noc(C)n1
    0, -91
> Cc1c(Nc2ncnc3c2cnn3-c2ccccc2)c(=O)n(-c2ccccc2)n1C
    -16, 2
> O=C(CN1CCN(c2ccccc2)CC1)Nc1c(C(=O)C2CC2)oc2ccccc12
    0, 11
> Cc1ccc(C)c(S(=O)(=O)N2CC(=O)Nc3ccccc32)c1
    -65, -1
> CCCn1c2ccccc2c2nnc(SC(CC)C(=O)Nc3cc(C)on3)nc21 (centres undefined)
    ·, -12
> Cc1ccc(S(=O)(=O)CCC(=O)Nc2nc3c(s2)CCCC3)cc1
    ·, 9
> O=C(O)C1C2C=CC(O2)C1C(=O)Nc1ccc2c(c1)OCCO2 (centres undefined)
    -1, 8
> COC(=O)c1ccc(C2=NOC(C)(c3sc(-c4ccccc4)nc3C)C2)cc1 (centres undefined)
    ·, 6
> CCC(=O)Nc1nc2c(s1)COc1ccccc1-2
    ·, -8
> CN1/C(=C\P(=O)(N(C)C)N(C)C)C(C)(C)c2ccccc21
    -6, -15
> O=C(NCc1ccccc1)c1cnc(-c2ccccn2)nc1C(F)(F)F
    ·, -8
> O=C(O)c1ccccc1SCc1ccc2c(c1)OCO2
    2, 3
> COc1ccc(OCCc2nnc(N)s2)cc1
    ·, 4
> Cc1cc(C)c(C)c(S(=O)(=O)N2CCN(C(=O)c3cc(=O)[nH]c4ccccc34)CC2)c1C
    ·, 8
> COP1(=O)C[C@@H](O)[C@@H](O)[C@@H](COCc2ccccc2)O1 (some centres undefined)
    ·, 11
> O=C(N[C@@H](c1ccccc1)[C@@H]1C[C@H]1C(=O)O)OCc1ccccc1
    ·, 0
> CN(C)CCCNCCCCNC(=O)/C=N/O
    0, ·
> CCCn1nnnc1SCC(=O)c1ccc(NC(C)=O)cc1
    -8, 4
> COc1ccc(N2C(=O)C3CCCN3C2c2ccc(C)o2)cc1Cl (centres undefined)
    -9, -5
> COCc1cc(Sc2ccc(Cl)cc2)nc(-c2ccccc2)n1
    ·, -14
> C=CCC(NCCCO)c1cccc(OC)c1OC (centres undefined)
    -10, -9
> Cc1nc2ncnn2c(C)c1CCC(=O)N1CCOCC1
    7, 6
> O=C(Nc1ccc2nn(-c3ccccc3)nc2c1)c1ccco1
    ·, -36
> COC(=O)C1=C(C)Nc2ncnn2C1c1ccc(OC(=O)c2ccccc2)cc1 (centres undefined)
    4, 5
> CCOc1ccc(OCc2cccc(C(=O)O)c2)cc1
    -3, -16
> CC1(c2nnc(-c3cccc(Cl)c3)o2)CC(c2ccc(F)cc2)=NO1 (centres undefined)
    ·, -9
> CN(C)Cc1c(O)ccc2occ(C(O)c3ccccc3)c12 (centres undefined)
    2, 2
> O=c1c(-c2ccccc2)c(O)c2cccc3c2n1CCC3
    -4, -10
> Cc1cc(C)n(CC(O)Cn2c3ccc(Cl)cc3c3cc(Cl)ccc32)c(=O)n1 (centres undefined)
    ·, -9
> Cc1nc(NCCN2CCOCC2)c2oc3ccccc3c2n1
    -1, 6

Some of the entries so far, in CSV form:
canonical_smiles,RT RNaseH block,RmlCD inh mix
CC1(c2nnc(-c3cccc(Cl)c3)o2)CC(c2ccc(F)cc2)=NO1 (centres undefined),·,-9
O=C(NCc1ccccc1)c1cnc(-c2ccccn2)nc1C(F)(F)F,·,-8
CCOc1ccc(OCc2cccc(C(=O)O)c2)cc1,-3,-16
COCc1cc(Sc2ccc(Cl)cc2)nc(-c2ccccc2)n1,·,-14
Cc1nc2ncnn2c(C)c1CCC(=O)N1CCOCC1,7,6

Other results.
Results follow in this order: RT RNaseH block, RmlCD inh mix
> Cc1cccc(OCCc2nnc(N)s2)c1C
    -20, -4
> Cc1ccc(-n2nc3cc(Cl)c(NC(=O)c4ccco4)cc3n2)cc1
    24, 9
> COc1ccccc1-n1c(O)c(C=Nc2c(C)n(C)n(-c3ccccc3)c2=O)c(=O)[nH]c1=O
    -2, 5
> O=C(/C=C/c1ccccc1)CC(O)(c1ccccc1)C(F)(F)C(F)F (centres undefined)
    ·, 12
> Nc1nnc(CSCc2ccccc2)s1
    0, -13
> CC(C)CN(C(=O)CSc1nnc2c(Cl)cc(C(F)(F)F)cn12)C1CCS(=O)(=O)C1 (centres undefined)
    -3, -16
> NS(=O)(=O)c1cc2c(cc1Cl)NC(C(Cl)Cl)NS2(=O)=O (centres undefined)
    -5, -16
> O=S(=O)(O)c1nnc2sc3ccccc3n12
    -9, 6
> Cc1cc(C(=O)Nc2ccccc2C#N)n(-c2ccccc2)n1
    -11, -5
> C=CCOc1ccc(/C=C/C(C)=N\O)cc1
    -23, -7
> Cc1ccc(NC2=CC(=O)C(=O)c3ccccc32)cc1
    ·, -3
> O=C(CSCc1c(Cl)cccc1Cl)NCc1cccnc1
    ·, -15
> CCOC(=O)C1C(=O)N(C(=O)c2cncc(Br)c2)CC1c1ccccc1 (centres undefined)
    -4, -14
> S=C(c1ccc2c(c1)OCO2)N1CCCCC1
    ·, 5
> Cc1cc(C)c2c(c1)NC(=O)C2(O)CC(=O)c1cccs1 (centres undefined)
    -11, 50
> COc1ccc(C(=O)NCc2nnc(SCC(=O)N3CCC(C)CC3)o2)cc1OC
    1, -37
> CCOC(=O)N1CCN(C(=O)/C(=C/c2ccccc2OC)NC(=O)c2ccccc2)CC1
    ·, 12
> CCN1CCCC1CNC(=O)c1cn(CC)c2ccc(S(=O)(=O)N3CCCCCC3)cc2c1=O (centres undefined)
    -15, ·
> CCNc1nc(N)c(C(=O)c2ccc(Cl)s2)s1
    -73, -15
> CCOc1cccc(-c2cc(-c3n[nH]c(=S)n3CC)c3ccccc3n2)c1
    ·, -8
> O=C1CCCC2=C1C(c1ccc(Br)cc1)c1c([nH]c(=S)[nH]c1=O)N2 (centres undefined)
    38, 6
> Cc1ccc2nc3ccc(N4CCN(C)CC4)nn3c(=O)c2c1
    -23, ·
> S=c1nc2ccccc2c2nc(-c3ccccc3)[nH]n12
    7, ·
> C=CCOc1ccc(/C=N/n2cncn2)cc1OC
    -2, -2
> O=C(c1ccc2ccccc2n1)N1CCN(c2ccccc2)CC1
    -8, 119
> CC(C)OC(=O)Cn1nnc2c(cnn2-c2ccccc2)c1=O
    ·, 6
> O=C(C1=C[C@@H](c2ccc(Br)cc2)C[C@@H](OCc2ccc(CO)cc2)O1)N1CCOCC1
    ·, 15
> CCOc1cccc(=O)c2c(C)n(Cc3ccco3)c(C)c12
    -51, 15
> CCOC(=O)c1c(N2CCCCC2)c2ccccc2[nH]c1=O
    ·, 8
> CCC(SC1=NCCS1)C(=O)Nc1nnc(-c2ccccc2OC)s1 (centres undefined)
    ·, -12
> C#CCSc1nnc(-c2sc(-c3ccccc3)nc2C)n1C
    ·, 11
> CCCC1C(c2ccco2)NC(c2ccco2)CC1(C)O (centres undefined)
    7, 9
> CSC1=NCCN1C(=O)c1ccc2c(c1)OCO2
    -22, -11
> CCCCC(CC)COC1(c2ccccc2)OC(=O)c2ccccc21 (centres undefined)
    ·, 12
> Cc1cc(C(=O)CN2C(=O)CCC2=O)c(C)n1Cc1ccccc1
    1, 7
> Cc1ccc(Cl)cc1NC(=O)COC(=O)C12CC3CC(CC(C3)C1)C2
    ·, 9&-98
> CCCc1[nH]n(-c2nc3ccccc3s2)c(=O)c1C=NCC1CCCO1 (centres undefined)
    -5, 10
> CC1(c2ccc(OC(F)F)cc2)NC(=O)N(CC(=O)Nc2ccc3c(c2)OCO3)C1=O (centres undefined)
    7, -20
> COc1ccc(C(=O)Nc2nncs2)c(OC)c1
    2, 7
> Cc1cc(NC(=O)COn2nnc3ccccc32)no1
    -3, 4

Reprinted from the part before: four entries; new compounds follow.
Results follow in this order: RT RNaseH block, RmlCD inh mix
> CCCc1[nH]n(-c2nc3ccccc3s2)c(=O)c1C=NCC1CCCO1 (centres undefined)
    -5, 10
> CC1(c2ccc(OC(F)F)cc2)NC(=O)N(CC(=O)Nc2ccc3c(c2)OCO3)C1=O (centres undefined)
    7, -20
> COc1ccc(C(=O)Nc2nncs2)c(OC)c1
    2, 7
> Cc1cc(NC(=O)COn2nnc3ccccc32)no1
    -3, 4
> CCc1ccccc1N(C(=O)Cn1nnc2ccccc21)C(C(=O)NCCOC)c1ccco1 (centres undefined)
    3, -11
> CCCCCc1nc2sc3c(c2c(=O)n1N)CCC3
    -2, 27
> CCOC(=O)c1c(-c2cccs2)csc1NC(=O)CC(C)C
    ·, -19
> COc1cc2nc(N3CCNCC3)nc(N)c2cc1OC
    -4, 14
> Cc1ccc(C(=O)Nc2oc(-c3ccccc3)cc2C#N)cc1
    ·, -10
> O=c1n(S(=O)(=O)c2cccc3cccnc23)c2ccccc2n1S(=O)(=O)c1cccc2cccnc12
    ·, 13
> COc1ccc(C2NCCc3cc(OC)c(OC)cc32)cc1OC (centres undefined)
    -6, 2
> COc1ccccc1Cc1noc(-c2cc(Cl)ccc2OC)n1
    -29, -6
> CCOC(=O)c1cccc(NC(=O)CN2CCN(c3ccc(OC)cc3)CC2)c1
    2, 4
> O=C1CN(S(=O)(=O)c2ccc(F)cc2)CC(=O)N1CCc1ccccc1
    -15, -1
> CCOCCCNS(=O)(=O)c1ccc2c(c1)OCCO2
    -28, 5
> Cc1ccc(NC2CC(=O)N(c3ccc(C)cc3)C2=O)cc1 (centres undefined)
    ·, -36
> O=C1c2ccccc2C(=O)N1CCCCSc1nnc2c(Cl)cc(Cl)cn12
    ·, 3
> CC(C)(C)C(=O)Nc1c2c(nc3c1CCC3)CCCC2
    7, 5
> COc1ccccc1C(=O)Nc1ccc(Oc2ncnc3sc(-c4ccccc4)cc23)cc1
    ·, -7
> O=C(CC1(O)C(=O)N(Cc2ccc3c(c2)OCO3)c2ccccc21)c1ccccc1 (centres undefined)
    -4, ·
> Nc1ccc2nc(-c3cccs3)[nH]c2c1
    ·, ?
> O=C(O)C1CCCN1C(=O)Oc1ccccc1 (centres undefined)
    -3, 3
> CCOC(=O)CC(=O)Nc1ccc(Br)cc1C(=O)O
    9, 5
> CCCn1c(=O)c2ccccc2n2c(SCC(=O)c3ccc(F)cc3)nnc12
    12, ·
> Cc1ccc(S(=O)(=O)NC2=NCN(C3CCCCC3)CN2)cc1
    -4, ·

Part of the list above in a different format:
| compound | RT RNaseH block | RmlCD inh mix |
| --- | --- | --- |
| CCCCCc1nc2sc3c(c2c(=O)n1N)CCC3 | -2 | 27 |
| O=c1n(S(=O)(=O)c2cccc3cccnc23)c2ccccc2n1S(=O)(=O)c1cccc2cccnc12 | · | 13 |
| COc1ccccc1Cc1noc(-c2cc(Cl)ccc2OC)n1 | -29 | -6 |
